Bioassay records from PubChem.
Anthrax LF inh2: blocks Bacillus anthracis lethal factor protease | multiplex microsphere protease cleavage assay, LF | inhibition, % at 10 µM | 360,000 compounds, 0.12% hits | AID 588501; further: plate controls were buffer without enzyme for full effect and enzyme alone for no effect
Target sequence (P15917 whole entry, looked up): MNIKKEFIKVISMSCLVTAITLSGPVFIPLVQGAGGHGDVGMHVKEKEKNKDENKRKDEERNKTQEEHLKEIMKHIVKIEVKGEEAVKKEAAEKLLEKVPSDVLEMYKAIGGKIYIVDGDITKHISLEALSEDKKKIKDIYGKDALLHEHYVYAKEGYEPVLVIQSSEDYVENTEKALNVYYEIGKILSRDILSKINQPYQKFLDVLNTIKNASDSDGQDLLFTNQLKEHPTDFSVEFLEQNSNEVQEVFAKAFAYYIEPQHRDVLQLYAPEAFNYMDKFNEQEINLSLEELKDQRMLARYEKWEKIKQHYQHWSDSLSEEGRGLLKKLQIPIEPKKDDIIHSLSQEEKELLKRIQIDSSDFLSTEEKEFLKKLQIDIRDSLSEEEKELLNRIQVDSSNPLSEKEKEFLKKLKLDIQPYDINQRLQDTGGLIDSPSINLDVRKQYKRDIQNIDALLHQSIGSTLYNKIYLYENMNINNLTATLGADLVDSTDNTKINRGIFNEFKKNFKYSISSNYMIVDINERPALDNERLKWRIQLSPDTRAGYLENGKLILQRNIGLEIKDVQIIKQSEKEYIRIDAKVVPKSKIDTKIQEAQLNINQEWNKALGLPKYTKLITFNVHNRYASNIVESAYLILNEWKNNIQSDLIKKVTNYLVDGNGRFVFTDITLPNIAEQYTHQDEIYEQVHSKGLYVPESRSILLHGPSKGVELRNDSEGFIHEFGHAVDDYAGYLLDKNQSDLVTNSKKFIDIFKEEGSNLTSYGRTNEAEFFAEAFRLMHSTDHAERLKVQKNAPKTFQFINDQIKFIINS
PriA SSB inh: K. pneumoniae PriA-SSBct interaction inhibition; AlphaScreen SSBct-PriA binding, biotinylated peptide; inhibition, % at 33 µM; 430,000 compounds, 0.6% hits; in the data active means inhibition mostly above about 37%, no sharp cut-off; inactive means mostly below about 20%;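 further: plate controls were negative control peptide for no effect and reference peptide for full effect; strong numbers were not always called active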
3CLpro inhibitor: SARS-CoV 3CLpro protease inhibition. 290,000 compounds, 0.14% hits. P0C6X7. inhibition, % at 6 µM. recombinant SARS-CoV 3CLpro, quenched FRET peptide cleavage. AID 1706; in the data active means inhibition above about 12%
Rv3671c protease: inhibitors of M. tuberculosis serine protease Rv3671c; AID 2606; inhibition, % at 5.96 µM; 320,000 compounds, 0.048% hits; in the data active means inhibition above about 38%;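 further: extracellular domain of Rv3671c used as enzyme; 0% = enzyme with DMSO and 100% = no enzyme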
BoNT A protease: blocks Botulinum neurotoxin A light chain protease; AID 588499; inhibition, % at 10 µM; multiplex microsphere protease substrate cleavage, flow cytometry; 360,000 compounds, 0.17% hits; further: plate controls were buffer without enzyme for full effect and enzyme alone for no effect
DUSP3 inh: inhibitors of human VHR1 phosphatase (DUSP3). P51452. recombinant VHR phosphatase, pNPP absorbance. inhibition, % at 13.3 µM. 290,000 compounds, 0.52% hits. AID 1654; in the data active means inhibition above about 50%; further: some compounds called inactive have numbers as strong as hits
Target sequence (P51452 whole entry, looked up): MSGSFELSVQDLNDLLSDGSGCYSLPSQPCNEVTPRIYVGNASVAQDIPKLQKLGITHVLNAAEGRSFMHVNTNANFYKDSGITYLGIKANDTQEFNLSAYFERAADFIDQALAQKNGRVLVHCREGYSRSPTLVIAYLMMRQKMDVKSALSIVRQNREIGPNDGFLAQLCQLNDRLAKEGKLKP
PrPC surface inh: cell surface PrPC inhibition, primary TR-FRET screen. AID 720596. TR-FRET read-out. 370,000 compounds, 0.43% hits. inhibition, % at 13.8 µM. P04156; in the data active means inhibition above about 24%; further: 0% = median of the test wells and 100% = reference compound wells
BoNT F protease: inhibitors of Botulinum neurotoxin F light chain protease; Multiplex microsphere protease cleavage assay, flow cytometry; inhibition, % at 10 µM; 360,000 compounds, 0.22% hits; in the data active means inhibition above about 35%, passing the limit was not always enough; inconclusive means no clear call, values can overlap the other calls; further: plate controls were buffer without enzyme for full effect and enzyme alone for no effect
CCHFV vOTU inh: CCHFV vOTU protease inhibition; Pep-AMC fluorescence; inhibition, % at 11.5 µM; 370,000 compounds, 0.55% hits; in the data active means inhibition above about 30%; further: 0% = vehicle wells with enzyme and 100% = no enzyme wells
MazEF act: increases E. coli MazEF RNase cleavage of RNA | 350,000 compounds, 0.32% hits | activation, % at 20 µM | FAM/BHQ RNA-DNA oligo cleavage fluorescence, 5 h | AID 504720 | P0AE70; in the data active means activation above about 50%
Target sequence (P0AE70 whole entry, looked up): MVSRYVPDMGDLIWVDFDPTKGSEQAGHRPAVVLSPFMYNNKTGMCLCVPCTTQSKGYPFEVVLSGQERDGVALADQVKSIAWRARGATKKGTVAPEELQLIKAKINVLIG
Numbers without * were called inactive. Unless noted, no stated cut-off is given here; in the data, active means inhibition above about 30%; inconclusive means no clear call, values can overlap the other calls; inactive means below that. Some of the compounds tested (hit frequency here may not be typical).

For CCN(CC)S(=O)(=O)c1ccc(OCCNS(C)(=O)=O)cc1 the results were Anthrax LF inh2 5, PriA SSB inh -3, 3CLpro inhibitor -1, Rv3671c protease 13, BoNT A protease -0.5, DUSP3 inh 3, PrPC surface inh 2, BoNT F protease -8, CCHFV vOTU inh 9 and MazEF act 7.
Screening Cc1cc(C)nc(NN=C2CCCC2)n1 returned Anthrax LF inh2 1, PriA SSB inh -9, 3CLpro inhibitor 1, Rv3671c protease 3, BoNT A protease -0.3, DUSP3 inh 0, PrPC surface inh -1, BoNT F protease -1, CCHFV vOTU inh -2 and MazEF act 3.
O=C1Nc2ccccc2N=C(c2ccccc2)C1N(C(=O)c1ccnc2ccccc12)c1ccccc1 (centres undefined) was read as Anthrax LF inh2 9, BoNT A protease -0.3, PrPC surface inh -3, BoNT F protease -4 and CCHFV vOTU inh 2.
Screening C(=C\c1ccccn1)/c1ccncc1 returned Anthrax LF inh2 5, PriA SSB inh -11, 3CLpro inhibitor -5, Rv3671c protease -13, BoNT A protease 1.4, DUSP3 inh 19, PrPC surface inh -19, BoNT F protease -13, CCHFV vOTU inh -6 and MazEF act 3.
Screening CCOC(=O)c1cnc2c(C)cc(Cl)cc2c1N1CCN(C)CC1 returned Anthrax LF inh2 -13, PriA SSB inh 1, 3CLpro inhibitor 1, Rv3671c protease -8, BoNT A protease 0.2, DUSP3 inh 18, PrPC surface inh -7, BoNT F protease -11, CCHFV vOTU inh 9 and MazEF act 15.
O=S(=O)(NCc1ccccn1)c1ccc(F)cc1 was read as Anthrax LF inh2 -1, PriA SSB inh 1, 3CLpro inhibitor -2, Rv3671c protease 0, BoNT A protease -0.7, DUSP3 inh 24, BoNT F protease -4 and MazEF act 4.
`O=C1CSC2(C(=O)N3CCCc4cccc2c43)N1c1cccc(C(F)(F)F)c1` (centres undefined) gave Anthrax LF inh2 -1, PriA SSB inh -10, 3CLpro inhibitor -1, Rv3671c protease 4, BoNT A protease 0.1, DUSP3 inh 45, BoNT F protease -2 and MazEF act 2.
Cc1ccc(C(=O)Nc2cccc(-c3cnc4ccccc4n3)c2)cc1 was read as Anthrax LF inh2 2, PriA SSB inh -4, 3CLpro inhibitor -1, Rv3671c protease 2, BoNT A protease 1.6, DUSP3 inh 12, PrPC surface inh -7, BoNT F protease 3, CCHFV vOTU inh -10 and MazEF act 5.
Screening C[C@@H]1COC(=O)[C@@H](CC(=O)OC(C)(C)C)C/C=C\C[C@H](CC(=O)N(CCO)Cc2ccccc2)C(=O)N1 returned Anthrax LF inh2 -8, PriA SSB inh -6, Rv3671c protease 7, BoNT A protease -0.4, PrPC surface inh 4, BoNT F protease -12, CCHFV vOTU inh -9 and MazEF act 4.
`Cc1nn(-c2ccc(N3CCCCC3)nn2)c(C)c1CCC(=O)Nc1ccc(F)cc1` gave Anthrax LF inh2 -1, PriA SSB inh 2, 3CLpro inhibitor 3, Rv3671c protease -3, BoNT A protease 1.9, DUSP3 inh -31, PrPC surface inh 6, BoNT F protease 2, CCHFV vOTU inh 0 and MazEF act 2.
Screening O=C1N(c2cccc3ccccc23)C(c2ccccc2)N2CCCN12 (centres undefined) returned Anthrax LF inh2 -6, PriA SSB inh 11, 3CLpro inhibitor 1, Rv3671c protease -4, BoNT A protease -2.1, DUSP3 inh -1, PrPC surface inh -6, BoNT F protease -6, CCHFV vOTU inh -4 and MazEF act -11.
CC(=O)Oc1ccc(Cl)cc1/C=C/c1ccc2ccccc2n1 was read as Anthrax LF inh2 -1, PriA SSB inh -50, 3CLpro inhibitor -1, Rv3671c protease -15, BoNT A protease -1.1, DUSP3 inh -3, PrPC surface inh -16, BoNT F protease -8, CCHFV vOTU inh -1 and MazEF act -7.
`CCOC(=O)[C@]12CCCC=C1N(Cc1ccc3c(c1)OCO3)C(=O)[C@H](CC(=O)NCCc1ccccc1OC)C2` gave Anthrax LF inh2 7, BoNT A protease -0.6, PrPC surface inh 7, BoNT F protease -6 and CCHFV vOTU inh 5.
`COc1ccc(/C=N/NC(=O)CNC(=O)c2ccncc2)cc1OC` gave Anthrax LF inh2 5, 3CLpro inhibitor 3, Rv3671c protease 6, BoNT A protease -1.4, DUSP3 inh -5, PrPC surface inh -3, BoNT F protease 7, CCHFV vOTU inh -2 and MazEF act 1.
`O=C(O/N=C(/c1ccccc1)c1ccncc1)c1ccc(F)cc1` gave Anthrax LF inh2 -3, 3CLpro inhibitor 2, Rv3671c protease 1, BoNT A protease -0.7, DUSP3 inh 4, PrPC surface inh -2, BoNT F protease -3, CCHFV vOTU inh 4 and MazEF act -10.
C=CCn1c(=O)c2ccccc2n2c(SCC(=O)N3CCCc4ccccc43)nnc12 was read as Anthrax LF inh2 -2, PriA SSB inh -22, 3CLpro inhibitor 4, Rv3671c protease -3, BoNT A protease -0.8, DUSP3 inh 32, PrPC surface inh -7, BoNT F protease 1, CCHFV vOTU inh 7 and MazEF act 11.
For COc1ccc(NC(=O)c2ccc(-c3ccc([N+](=O)[O-])cc3)o2)cc1OC the results were Anthrax LF inh2 -1, PriA SSB inh 8, 3CLpro inhibitor 2, Rv3671c protease 10, BoNT A protease -0.2, DUSP3 inh 4, PrPC surface inh -17, BoNT F protease 3, CCHFV vOTU inh -3 and MazEF act 19.
`COC(=O)c1ccc(CNC(=O)c2sccc2-c2ccccc2)cc1` gave Anthrax LF inh2 0, PriA SSB inh -9, 3CLpro inhibitor 4, Rv3671c protease 0, BoNT A protease -1.9, DUSP3 inh -3, PrPC surface inh 4, BoNT F protease inconclusive, CCHFV vOTU inh 8 and MazEF act 3.
For O=C1C=C(N2CCCCC2)c2ccccc2C1=O the results were Anthrax LF inh2 -24, PriA SSB inh 15, Rv3671c protease -105, BoNT A protease -0.4, PrPC surface inh -14, BoNT F protease inconclusive, CCHFV vOTU inh 82* and MazEF act 4.
For CC(C)CC(=O)Nc1ccccc1N1CCN(C(=O)c2ccccc2)CC1 the results were Anthrax LF inh2 -4, PriA SSB inh -1, 3CLpro inhibitor -7, Rv3671c protease -2, BoNT A protease 0.5, DUSP3 inh 3, PrPC surface inh 0, BoNT F protease -1, CCHFV vOTU inh 6 and MazEF act 7.

Fetched by compound from the list above, 3 records:
C=CCn1c(=O)c2ccccc2n2c(SCC(=O)N3CCCc4ccccc43)nnc12 was read as Anthrax LF inh2 -2, PriA SSB inh -22, 3CLpro inhibitor 4, Rv3671c protease -3, BoNT A protease -0.8, DUSP3 inh 32, PrPC surface inh -7, BoNT F protease 1, CCHFV vOTU inh 7 and MazEF act 11.
For COc1ccc(NC(=O)c2ccc(-c3ccc([N+](=O)[O-])cc3)o2)cc1OC the results were Anthrax LF inh2 -1, PriA SSB inh 8, 3CLpro inhibitor 2, Rv3671c protease 10, BoNT A protease -0.2, DUSP3 inh 4, PrPC surface inh -17, BoNT F protease 3, CCHFV vOTU inh -3 and MazEF act 19.
For CC(C)CC(=O)Nc1ccccc1N1CCN(C(=O)c2ccccc2)CC1 the results were Anthrax LF inh2 -4, PriA SSB inh -1, 3CLpro inhibitor -7, Rv3671c protease -2, BoNT A protease 0.5, DUSP3 inh 3, PrPC surface inh 0, BoNT F protease -1, CCHFV vOTU inh 6 and MazEF act 7.

Further results:
Screening O=C(Cc1ccccc1)Nc1ccc(C(=O)Nc2ccc(O)cc2)cc1 returned Anthrax LF inh2 7, PriA SSB inh -5, 3CLpro inhibitor 1, Rv3671c protease -6, BoNT A protease 1.7, DUSP3 inh 60, PrPC surface inh 8, BoNT F protease 0, CCHFV vOTU inh 3 and MazEF act -20.
CC(=O)Nc1ccc2c(c1)C(=O)N(C1CCCCC1)C2=O was read as Anthrax LF inh2 -1, PriA SSB inh -12, 3CLpro inhibitor -5, Rv3671c protease -3, BoNT A protease -0.1, DUSP3 inh -5, PrPC surface inh -9, BoNT F protease -10, CCHFV vOTU inh 0 and MazEF act 8.
`Cn1c(SCC(=O)NCc2ccc(F)cc2)nc2ccccc21` gave Anthrax LF inh2 -3, PriA SSB inh -8, 3CLpro inhibitor 4, Rv3671c protease -5, BoNT A protease 0.1, DUSP3 inh 19, PrPC surface inh 1, BoNT F protease -1, CCHFV vOTU inh -4 and MazEF act -8.
c1ccn2c(SCc3cn4ccsc4n3)nnc2c1 was read as Anthrax LF inh2 0, PriA SSB inh 0, 3CLpro inhibitor -2, Rv3671c protease 1, BoNT A protease 0.1, DUSP3 inh -16, PrPC surface inh -4, BoNT F protease -2, CCHFV vOTU inh 2 and MazEF act 4.
Screening CC1(C)CC(NC2C3CC4CC(C3)CC2C4)CC(C)(C)N1 (centres undefined) returned Anthrax LF inh2 -18, PriA SSB inh -15, 3CLpro inhibitor 2, Rv3671c protease -5, BoNT A protease 1.4, DUSP3 inh 12, PrPC surface inh 2, BoNT F protease inconclusive, CCHFV vOTU inh -2 and MazEF act -1.
CN(Cc1ccc(Cl)cc1)C(C(=O)NC1CCCCC1)c1ccnc2ccccc12 (centres undefined) was read as Anthrax LF inh2 2, BoNT A protease -2.0, PrPC surface inh 4, BoNT F protease -23 and CCHFV vOTU inh 3.
`NS(=O)(=O)c1ccc(NC(=O)c2ccc(Cl)c(S(=O)(=O)NCc3ccco3)c2)cc1` gave Anthrax LF inh2 -11, PriA SSB inh -1, Rv3671c protease -8, BoNT A protease -0.5, PrPC surface inh -6, BoNT F protease 0, CCHFV vOTU inh 6 and MazEF act 7.
Screening Cc1sc2ncn(CC(=O)N3CCC(C(N)=O)CC3)c(=O)c2c1S(=O)(=O)N1CCOCC1 returned Anthrax LF inh2 -10, PriA SSB inh 1, 3CLpro inhibitor -6, Rv3671c protease -5, BoNT A protease -7.1, DUSP3 inh 12, PrPC surface inh -5, BoNT F protease -28, CCHFV vOTU inh 3 and MazEF act 5.
For Cc1[nH]nc2nc(SCC(=O)NCC3CCCO3)n(-c3ccc(Br)cc3)c(=N)c12 (centres undefined) the results were Anthrax LF inh2 1, PriA SSB inh 0, 3CLpro inhibitor 1, Rv3671c protease -5, BoNT A protease -0.4, DUSP3 inh 27, PrPC surface inh 7, BoNT F protease -11, CCHFV vOTU inh 3 and MazEF act 8.
`COc1ccc2cc3cc(C(=O)NCCN4CCc5ccccc5C4)oc3nc2c1` gave Anthrax LF inh2 -6, PriA SSB inh -14, 3CLpro inhibitor 3, Rv3671c protease -8, BoNT A protease 1.1, DUSP3 inh 13, BoNT F protease 14 and MazEF act 6.
Screening O=S(=O)(NC(=S)NC1CCCCC1)c1cccs1 returned Anthrax LF inh2 -2, PriA SSB inh -15, 3CLpro inhibitor 1, Rv3671c protease 5, BoNT A protease -1.6, DUSP3 inh 34, PrPC surface inh 1, BoNT F protease 0, CCHFV vOTU inh -4 and MazEF act 6.
`COc1ccccc1OCc1ccc(C(=O)NC(C)(C)C)o1` gave Anthrax LF inh2 3, PriA SSB inh -7, 3CLpro inhibitor -4, Rv3671c protease -2, BoNT A protease -0.2, DUSP3 inh -13, PrPC surface inh 5, BoNT F protease 0, CCHFV vOTU inh 4 and MazEF act 1.
C[C@@H]1CN([C@H](C)CO)S(=O)(=O)c2ccc(Br)cc2O[C@H]1CN(C)S(C)(=O)=O was read as Anthrax LF inh2 -3, BoNT A protease -0.5, PrPC surface inh 3, BoNT F protease -7, CCHFV vOTU inh -8 and MazEF act 3.
For CCCCn1nc(C(=O)N(CCOC)c2c(N)n(CCCC)c(=O)[nH]c2=O)c2ccccc2c1=O the results were Anthrax LF inh2 4, PriA SSB inh 0, Rv3671c protease 0, BoNT A protease 0.3, PrPC surface inh -2, BoNT F protease 4, CCHFV vOTU inh -1 and MazEF act 3.
`CCC(=O)Nc1cccc(NC(=S)NC(=O)c2ccc(C)cc2)c1` gave Anthrax LF inh2 -1, PriA SSB inh 3, 3CLpro inhibitor 5, Rv3671c protease -8, BoNT A protease -0.1, DUSP3 inh 14, PrPC surface inh 11, BoNT F protease 0, CCHFV vOTU inh 3 and MazEF act -3.
Screening CCC(=O)Nc1ccc2c(c1)C(=O)c1ccccc1C2=O returned Anthrax LF inh2 1, PriA SSB inh 11, 3CLpro inhibitor -1, Rv3671c protease -5, BoNT A protease 4.6, DUSP3 inh -11, PrPC surface inh -52, BoNT F protease 17, CCHFV vOTU inh -17 and MazEF act -12.
